CHOP inh = blocks CHOP induction under ER stress | CHO-K1 CHOP-promoter luciferase, tunicamycin-induced, 15-18 h | inhibition, % at 10 µM | AID 2732 | 220,000 compounds, 3.8% hits;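 active = compounds that reduced the stress-induced luciferase reporter signal by more than about 70% of percent inhibition, limit read from the data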;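 also: 0% = tunicamycin plus vehicle and 100% = wells without tunicamycin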
TRPN1 ag = agonists of zebrafish TRPN1 channel; HEK293 zebrafish TRPN1-YFP, Fluo-8 calcium fluorescence; 100% = response to 87 µM carbachol; activation, % at 3 µM; 220,000 compounds, 0.18% hits; AID 1424;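 active = activation above its plate's cutoff, the mean activation of test wells on that plate plus 3 SD, cut at about 19% in these data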;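 also: 0% = DMSO alone and 100% = 87 µM carbachol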
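Material – zebrafish TRPN1-YFP in HEK293 cells · Doses – 3 µM single point · Schedule – dye 1 h 37 °C plus 30 min RT · Signal – Fluo-8 calcium fluorescence, excitation 470-495 nm, emission 515-575 nm · Read-out – % activation versus carbachol response · Control set – carbachol high, DMSO low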
PPC-1+TRAIL kill = kills PPC-1 cancer cells in the presence of TRAIL | PPC-1 cells + TRAIL, ATPLite viability luminescence | 220,000 compounds, 0.41% hits | cell killing (% activity), % at 4 µM;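 active = cell killing above 50% in the first pass at 4 µM, then a duplicate retest at 5 µM averaging 50% or more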;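 also: plate controls were cells with TRAIL plus DMSO for no effect and medium-only wells lacking cells for full effect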
NCF1 inh = inhibitors of human p47phox binding; P14598; AID 1274; inhibition, % at 24.7 µM; p47phox/p22phox peptide binding, fluorescence polarization, 2 h; 220,000 compounds, 0.53% hits;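 active = inhibition above about 30%, limit read from the data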;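 also: 0% = p47phox with labelled peptide and 100% = labelled peptide alone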
Mdm2 ligase inh = inhibitors of human Mdm2 E3 ubiquitin ligase; cell-based MDM2 ubiquitination luciferase reporter, 2 h; 0 = plate control, 100 = twice control, blank-subtracted; 210,000 compounds, 0.11% hits; AID 1230; Q00987; signal enhancement, % at 5 µM;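 active = signal enhancement of 30% or more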;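 also: luminescence tracks abundance of the self-degrading MDM2-luciferase fusion protein; higher signal means inhibition of MDM2 E3 ligase activity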
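Test system: mammalian cells stably expressing self-ubiquitinating, self-degrading MDM2 E3–luciferase fusion; Amount: 2000 cells in each well; Medium: DMEM; Schedule: 4 h settle plus 2 h compound, 37 °C; Technique: SteadyLite luciferase luminescence after 15 min room-temperature reagent incubation; Benchmarks: plate control and blank wells.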
TRPML3 ag = human mucolipin-3 channel agonism; Q8TDD5; HEK293 TRPML3-YFP, Fluo-8 calcium fluorescence; 100% = the carbachol control signal; activation, % at 3 µM; 220,000 compounds, 0.29% hits; AID 1448;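 active = activation above its plate's cutoff, the mean activation of the plate's test wells plus 3 SD, cut at about 12% in these data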;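 also: 0% = DMSO only wells and 100% = carbachol wells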
Target sequence (Q8TDD5 whole entry, looked up): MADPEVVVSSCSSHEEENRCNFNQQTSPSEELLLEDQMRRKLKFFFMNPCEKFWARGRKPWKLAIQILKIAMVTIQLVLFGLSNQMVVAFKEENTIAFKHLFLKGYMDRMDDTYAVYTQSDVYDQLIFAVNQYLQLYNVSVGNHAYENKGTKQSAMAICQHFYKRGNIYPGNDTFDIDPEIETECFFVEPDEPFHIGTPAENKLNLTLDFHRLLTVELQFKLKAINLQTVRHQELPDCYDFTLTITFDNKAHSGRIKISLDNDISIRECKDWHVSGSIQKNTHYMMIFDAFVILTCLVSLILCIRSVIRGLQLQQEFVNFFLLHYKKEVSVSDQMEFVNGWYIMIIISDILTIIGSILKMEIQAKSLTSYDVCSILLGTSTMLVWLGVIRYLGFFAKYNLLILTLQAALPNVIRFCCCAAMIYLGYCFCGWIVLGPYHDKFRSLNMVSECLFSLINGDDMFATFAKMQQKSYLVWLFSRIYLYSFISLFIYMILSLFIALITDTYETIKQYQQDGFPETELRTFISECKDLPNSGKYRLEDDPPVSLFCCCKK
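Test system – HEK293 line with stable expression of human TRPML3-YFP channel · Control set – carbachol 87 µM final as high control (100%), DMSO as low control (0%) · Signal – Fluo-8 calcium dye fluorescence, ex 470-495, em 515-575 nm · Incubation – 1-h 37 °C dye load, 5-s basal, 120-s post-compound reads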
EBV gp42 block = blocks Epstein-Barr virus glycoprotein 42 binding; Q1HVG2; Fluorescence polarization binding assay, mP read-out; inhibition, % (tested at 21.74 µM); 220,000 compounds, 0.42% hits; AID 1085; in the data active = inhibition above about 50%
Target sequence (Q1HVG2 whole entry, looked up): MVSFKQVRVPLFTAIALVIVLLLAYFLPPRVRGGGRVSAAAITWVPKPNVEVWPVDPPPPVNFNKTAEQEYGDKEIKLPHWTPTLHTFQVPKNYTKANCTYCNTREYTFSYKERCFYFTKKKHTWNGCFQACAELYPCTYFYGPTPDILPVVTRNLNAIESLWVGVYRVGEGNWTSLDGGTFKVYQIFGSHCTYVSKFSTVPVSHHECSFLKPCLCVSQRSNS
Runt-SMMHC FRET = Runt domain-CBFb-SMMHC interaction inhibition. 220,000 compounds, 0.74% hits. Cerulean-Runt/Venus-CBFb-SMMHC FRET ratio 530/480, 1 h. Q01196+Q13951. inhibition, % at 20 µM;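 active = mean inhibition across duplicate retests at 20 µM reaching about 50%, limit read from the data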;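 also: 0% = DMSO wells and 100% = wells with excess untagged CBFb-SMMHC; inhibitors lower the FRET ratio by blocking Runt binding to CBFb-SMMHC; some results filed as inactive read as strong as hits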
TNF necrop inh = inhibitors of TNF-alpha induced necroptosis in Jurkat FADD-/- cells. Jurkat FADD-/- TNF necroptosis rescue, ATP luminescence, 24 h; 0 = TNF only, 100 = no-TNF cells. activation (protection from cell death), % at 10 µM. 220,000 compounds, 0.068% hits;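 active = activation, meaning protection from cell death, of at least 50% relative to plate controls; inactive = activation below 50%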;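 also: necroptosis triggered by 40 ng/mL TNF-alpha added together with compound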
An asterisk follows results filed as active.

How did O=C(COc1cccc(Cl)c1)NNC(=S)Nc1ccccc1 do in these assays?
CHOP inh: -15.6; TRPN1 ag: 2.0; PPC-1+TRAIL kill: 11.4; NCF1 inh: -7.3; Mdm2 ligase inh: -8.3; TRPML3 ag: 0.8; EBV gp42 block: 4.8; Runt-SMMHC FRET: 11.5; TNF necrop inh: 0.9

How did CCN(CC)S(=O)(=O)c1ccc(NC(=O)C2COc3ccccc3O2)cc1 (centres undefined) do in these assays?
CHOP inh: 30.6; TRPN1 ag: -0.6; PPC-1+TRAIL kill: 14.1; NCF1 inh: -5.9; Mdm2 ligase inh: -15.2; TRPML3 ag: 2.1; EBV gp42 block: -14.2; Runt-SMMHC FRET: -9.0; TNF necrop inh: 2.3

What do the screens show for `Cc1ccc(NC(=O)CC2SC(=NC3CCCCC3)NC2=O)cc1` (centres undefined)?
CHOP inh: 8.7; TRPN1 ag: -1.8; PPC-1+TRAIL kill: 18.7; NCF1 inh: -1.6; Mdm2 ligase inh: -12.9; TRPML3 ag: 0.0; EBV gp42 block: -5.8; Runt-SMMHC FRET: 7.1; TNF necrop inh: 0.4

How did CC(C)C(=O)c1cn(CC(=O)O)c2ccccc12 do in these assays?
CHOP inh: -12.4; TRPN1 ag: 0.8; PPC-1+TRAIL kill: 6.2; NCF1 inh: -2.2; Mdm2 ligase inh: -22.7; TRPML3 ag: 0.2; EBV gp42 block: -0.8; Runt-SMMHC FRET: -4.3; TNF necrop inh: -0.1

What do the screens show for `Cc1cccc(N2CCN(C(=O)C3CCN(S(=O)(=O)c4cccnc4)CC3)CC2)c1C`?
CHOP inh: 37.8; TRPN1 ag: 0.8; PPC-1+TRAIL kill: 2.7; NCF1 inh: -11.5; Mdm2 ligase inh: -3.6; TRPML3 ag: 1.2; EBV gp42 block: -7.7; Runt-SMMHC FRET: -0.5; TNF necrop inh: -6.6

What do the screens show for `S=C1NC2CCCCC2N1` (centres undefined)?
CHOP inh: -4.1; TRPN1 ag: 0.5; PPC-1+TRAIL kill: 11.0; NCF1 inh: -4.9; Mdm2 ligase inh: -6.8; TRPML3 ag: 0.5; EBV gp42 block: -11.2; Runt-SMMHC FRET: -2.3; TNF necrop inh: -0.3

What do the screens show for `CCN(CC(=O)Nc1ccccc1OC)CC(=O)Nc1sccc1C#N`?
CHOP inh: 28.3; TRPN1 ag: -0.6; PPC-1+TRAIL kill: 5.4; NCF1 inh: -8.5; Mdm2 ligase inh: -7.4; TRPML3 ag: -0.5; EBV gp42 block: 8.0; Runt-SMMHC FRET: 0.9; TNF necrop inh: -0.1

What do the screens show for `CC1CN(C(=O)c2cccs2)CCN1C(=O)c1cccs1` (centres undefined)?
CHOP inh: 36.7; TRPN1 ag: 0.8; PPC-1+TRAIL kill: -11.3; NCF1 inh: -0.3; Mdm2 ligase inh: -1.3; TRPML3 ag: 1.0; EBV gp42 block: -7.5; Runt-SMMHC FRET: -3.5; TNF necrop inh: 1.8

Results for CC(C)N(C(=O)CSc1nn2c(=O)c(C(C)(C)C)nnc2s1)c1ccccc1 ?
CHOP inh: 18.2; TRPN1 ag: -0.3; PPC-1+TRAIL kill: 16.2; NCF1 inh: 3.9; Mdm2 ligase inh: -1.6; TRPML3 ag: 0.7; EBV gp42 block: -2.2; Runt-SMMHC FRET: -1.0; TNF necrop inh: -3.4

How did Cc1ccc(C(=O)C(C)N(C(=O)c2ccc(Cl)cc2Cl)N2C(=O)CCCC2=O)cc1 (centres undefined) do in these assays?
CHOP inh: 16.9; TRPN1 ag: -0.5; PPC-1+TRAIL kill: -11.7; NCF1 inh: -14.4; Mdm2 ligase inh: -0.1; TRPML3 ag: 0.0; EBV gp42 block: -19.1; Runt-SMMHC FRET: 0.8; TNF necrop inh: -0.3

How did COc1cc(CCCN2C(N)=NC[C@@H]2c2ccccc2)cc(OC)c1OC do in these assays?
CHOP inh: 2.6; PPC-1+TRAIL kill: 1.2; NCF1 inh: -17.9; Mdm2 ligase inh: 14.8; EBV gp42 block: -1.9; Runt-SMMHC FRET: 2.5; TNF necrop inh: -1.0

Results for Cc1nc2nc(-c3ccc(Cl)cc3)nn2c(C)c1Cl ?
CHOP inh: -23.0; TRPN1 ag: 0.2; PPC-1+TRAIL kill: -4.5; NCF1 inh: -0.4; Mdm2 ligase inh: 3.2; TRPML3 ag: 0.9; EBV gp42 block: 1.0; Runt-SMMHC FRET: -0.1; TNF necrop inh: 0.7

What do the screens show for `C/C(=N\N(c1ccccc1)c1ccccc1)c1ccco1`?
CHOP inh: 62.6; TRPN1 ag: -1.1; PPC-1+TRAIL kill: 23.3; NCF1 inh: -5.9; Mdm2 ligase inh: 6.0; TRPML3 ag: -0.2; EBV gp42 block: -2.4; Runt-SMMHC FRET: 1.9; TNF necrop inh: 0.0

What do the screens show for `Cc1cc(O)c(C(C)C)cc1NC(=O)c1ccc(Cl)cc1`?
CHOP inh: -9.4; TRPN1 ag: 0.5; PPC-1+TRAIL kill: 9.7; NCF1 inh: -10.7; Mdm2 ligase inh: 3.5; TRPML3 ag: -0.7; EBV gp42 block: 10.3; Runt-SMMHC FRET: -0.8; TNF necrop inh: 1.7

What do the screens show for `CCOCCCNC(=S)NCCc1ccccc1`?
CHOP inh: 2.6; TRPN1 ag: -0.7; PPC-1+TRAIL kill: 32.1; NCF1 inh: -16.4; Mdm2 ligase inh: -0.4; TRPML3 ag: 0.0; EBV gp42 block: -5.8; Runt-SMMHC FRET: 2.2; TNF necrop inh: 0.2

How did O=C(NCCc1ccccc1)c1cnn2c(C(F)F)cc(C3CC3)nc12 do in these assays?
CHOP inh: 23.6; TRPN1 ag: -2.8; PPC-1+TRAIL kill: 20.7; NCF1 inh: -3.3; Mdm2 ligase inh: -11.4; TRPML3 ag: -0.4; EBV gp42 block: -3.1; Runt-SMMHC FRET: 0.2; TNF necrop inh: -2.9

Results for C/C(CC(=O)NCc1ccco1)=N\NC(=O)CC#N ?
CHOP inh: -4.7; TRPN1 ag: 0.2; PPC-1+TRAIL kill: 5.4; NCF1 inh: -8.6; Mdm2 ligase inh: -8.6; TRPML3 ag: 1.5; EBV gp42 block: -13.2; Runt-SMMHC FRET: 4.5; TNF necrop inh: 0.1

Results for CNC(=S)SCCOc1ccc(C)cc1 ?
CHOP inh: -4.2; TRPN1 ag: 1.8; PPC-1+TRAIL kill: 0.5; NCF1 inh: -1.1; Mdm2 ligase inh: -12.0; TRPML3 ag: 0.5; EBV gp42 block: -10.2; Runt-SMMHC FRET: 3.0; TNF necrop inh: -0.5

How did O=C(CN1CCN(Cc2cccc(Cl)c2)C1=O)NCc1cccs1 do in these assays?
CHOP inh: -1.6; TRPN1 ag: -0.4; PPC-1+TRAIL kill: 14.0; NCF1 inh: -2.5; Mdm2 ligase inh: -12.4; TRPML3 ag: -0.2; EBV gp42 block: 11.0; Runt-SMMHC FRET: 1.2; TNF necrop inh: 1.6

What do the screens show for `COc1ccc(NC(C)=O)cc1NC(=O)CCn1c(=O)sc2ccccc21`?
CHOP inh: -8.2; TRPN1 ag: 0.0; PPC-1+TRAIL kill: 12.7; NCF1 inh: 7.5; Mdm2 ligase inh: 7.9; TRPML3 ag: 0.3; EBV gp42 block: -24.9; Runt-SMMHC FRET: 2.8; TNF necrop inh: -0.9

How did CCn1cnc2sc(C(=O)O)c(C)c2c1=O do in these assays?
CHOP inh: -8.3; TRPN1 ag: 0.2; PPC-1+TRAIL kill: 0.7; NCF1 inh: -5.7; Mdm2 ligase inh: 10.7; TRPML3 ag: 0.4; EBV gp42 block: -3.2; Runt-SMMHC FRET: -3.3; TNF necrop inh: -1.0

Results for CC(NC(=O)CN1CCN(Cc2ccc(Cl)cc2)C1=O)c1ccc2c(c1)OCCO2 (centres undefined) ?
CHOP inh: 2.7; TRPN1 ag: -0.8; PPC-1+TRAIL kill: 10.2; NCF1 inh: 2.5; TRPML3 ag: 0.0; EBV gp42 block: -3.2; Runt-SMMHC FRET: 1.2; TNF necrop inh: 0.5

Results for Cc1c(N=Nc2c(-c3ccc([N+](=O)[O-])cc3)[nH]n(C(N)=S)c2=O)cccc1[N+](=O)[O-] ?
CHOP inh: 106.3*; TRPN1 ag: 4.0; PPC-1+TRAIL kill: 15.8; NCF1 inh: 22.2; Mdm2 ligase inh: -18.5; TRPML3 ag: 2.0; EBV gp42 block: 108.7*; Runt-SMMHC FRET: -4.3; TNF necrop inh: -6.7

Results for Cc1cc(OCCN2CCCCCC2)ccc1[N+](=O)[O-] ?
CHOP inh: -8.0; TRPN1 ag: -0.6; PPC-1+TRAIL kill: 27.3; NCF1 inh: -1.6; Mdm2 ligase inh: -19.8; TRPML3 ag: 0.6; EBV gp42 block: 2.6; Runt-SMMHC FRET: 1.0; TNF necrop inh: -0.1

Results for COC(=O)c1ccc(NC(=O)CSc2nc(=O)cc(N)n2-c2ccccc2)cc1 ?
CHOP inh: 0.7; TRPN1 ag: 0.4; PPC-1+TRAIL kill: 10.4; NCF1 inh: -5.3; Mdm2 ligase inh: -14.3; TRPML3 ag: 0.6; EBV gp42 block: -1.7; Runt-SMMHC FRET: 0.8; TNF necrop inh: 0.4

How did O=C(COC(=O)CCNS(=O)(=O)c1ccc(Cl)cc1)NCc1ccco1 do in these assays?
CHOP inh: -22.2; TRPN1 ag: 0.2; PPC-1+TRAIL kill: 4.5; NCF1 inh: 8.0; Mdm2 ligase inh: -12.6; TRPML3 ag: -0.2; EBV gp42 block: -22.9; Runt-SMMHC FRET: 1.0; TNF necrop inh: 4.6

What do the screens show for `CCCCCCCCCC[n+]1cccc2c3ccccc3ccc21`?
CHOP inh: 105.5*; TRPN1 ag: 5.4; PPC-1+TRAIL kill: 36.5; NCF1 inh: 50.0*; Mdm2 ligase inh: -59.7; TRPML3 ag: 3.1; EBV gp42 block: -41.8; Runt-SMMHC FRET: 5.2; TNF necrop inh: -11.7

Results for CCN(CC)S(=O)(=O)c1ccc2oc(SCC3CN=C(c4ccc(OC)cc4)S3)nc2c1 (centres undefined) ?
CHOP inh: 19.2; TRPN1 ag: 1.9; PPC-1+TRAIL kill: -13.3; NCF1 inh: -38.7; Mdm2 ligase inh: -4.8; TRPML3 ag: 0.7; EBV gp42 block: -13.6; Runt-SMMHC FRET: -1.3; TNF necrop inh: -4.1

How did O=C(Nc1ccc2c(c1)CCC2)c1cccs1 do in these assays?
CHOP inh: 4.8; TRPN1 ag: -1.4; PPC-1+TRAIL kill: 15.9; NCF1 inh: -11.2; Mdm2 ligase inh: -21.2; TRPML3 ag: -1.0; EBV gp42 block: -12.2; Runt-SMMHC FRET: -1.8; TNF necrop inh: -2.4

Compounds as they come; about 5.9% have a hit in one of these screens.
